QS inhibitor: S. aureus quorum sensing inhibitors, primary screen, RNAIII-GFP reporter, flow cytometry. S. aureus RN6390 RNAIII-GFP reporter, AIP-induced, flow cytometry 3 h. inhibition, % at 2 µM. 24,000 compounds, 0.3% hits. AID 527, 2006;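 active = share of bacteria positive for the green fluorescent reporter and its mean brightness both inhibited by 50% or more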;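 note: 0% = AIP-stimulated control and 100% = unstimulated bacteria without AIP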
QS inhibitor GFP MFI %: recorded beside QS inhibitor, whose call it bears; inhibition, %; measured here: inhibition of GFP MFI
Numbers without * were called inactive.

SMILES	QS inhibitor	QS inhibitor GFP MFI %
CC(=O)[C@@]1(O)CC[C@H]2[C@@H]3CC=C4C[C@@H](O)CC[C@]4(C)[C@H]3CC[C@@]21C	-6.5	-13.7
CC(NC(=O)Oc1ccccc1)C(c1cccs1)N1CCOCC1 (stereo unspecified)	0.0	-29.3
COc1ccc(N2CCN(CCCN)CC2)cc1	3.1	46.1
O=C1CC(N2CCC(n3c(=O)[nH]c4ccccc43)CC2)C(=O)N1c1ccc(F)cc1 (stereo unspecified)	0.0	-2.2
CCOC(=O)C1=C(N)OC(C)=C(C(=O)OCCOC)C12C(=O)Nc1ccccc12 (stereo unspecified)	2.2	20.1
CC(C)N1CC=C(c2c[nH]c3ccccc23)CC1	-2.5	-48.9
O=C(NC1(C(F)(F)F)Oc2ccc(Cl)cc2O1)N1CCC2(CC1)OCCO2 (stereo unspecified)	-0.2	-1.1
COc1ccc(S(=O)(=O)NC(CC(=O)N2CCC3(CC2)OCCO3)c2ccco2)cc1 (stereo unspecified)	3.3	25.0
O=C(CCCn1c(=O)[nH]c2cc(Cl)ccc2c1=O)N1CCC2(CC1)OCCO2	-5.0	-9.8
CCN1c2nc3ccccn3c(=O)c2CC2(C(=O)N(C)C(=O)N(C)C2=O)C1C (stereo unspecified)	-1.8	-30.9
CCCCn1c(C)c(C(=O)OCC)c2c(CN3CCOCC3)c(O)ccc21	0.0	1.8
CCn1c(=O)n(CC(=O)N2CCC3(CC2)OCCO3)c(=O)c2ccccc21	-5.0	-8.0
O=C1CC(C(=O)N2CCC3(CC2)OCCO3)CN1CCc1ccccc1 (stereo unspecified)	-2.8	-6.8
CSc1ccc(C(=O)C(C)(C)N2CCOCC2)cc1	1.9	8.0
O=C(c1ccccc1)c1cn(CC(=O)N2CCCC2)c2ccccc12	-0.4	4.2
Cc1ccc(CN2CCN(CC(=O)N3CCC4(CC3)OCCO4)C2=O)cc1	1.1	9.4
CC1(C)Cc2c(sc3c2C(=O)NC(c2cccnc2)N3)CO1 (stereo unspecified)	0.3	-5.4
O=P(C(c1ccc2c(c1)OCO2)N1CCOCC1)(N1CCOCC1)N1CCOCC1 (stereo unspecified)	12.4	16.0
CCN1CCN(c2ncnc3ccc(Br)cc23)CC1	0.4	-1.8
C=CCn1c(O)c(C(C)=NCCCO)c(=O)[nH]c1=O	-1.6	-1.3
O=C(CN1C(=O)CN=C(c2ccccc2)c2ccccc21)NCc1ccco1	-2.4	-3.8
Cc1oc(-c2ccccc2F)nc1CS(=O)CC(=O)N1CCC2(CC1)OCCO2 (stereo unspecified)	-4.5	-14.3
Cc1ccc2c(c1)N(CCC(=O)N1CCC3(CC1)OCCO3)C(=O)CO2	-8.0	-9.5
Cc1cccc(-n2c(-c3ccco3)nc3ccccc3c2=O)n1	-0.8	-0.4
CCCCCCC(N)CC(=O)O (stereo unspecified)	-4.0	11.7
CCN(CC)CCOC(=O)c1cc2cc(COC)ccc2o1	-1.3	-1.7
COc1cc(/C=N/n2cnnc2)ccc1OC(=O)N(C)C	2.0	18.2
Cc1c(C(=O)N2CCC3(CC2)OCCO3)oc2ccc(S(=O)(=O)N3CCOCC3)cc12	1.9	-15.7
CCN1c2nc3c(C)cccn3c(=O)c2CC2(C(=O)N(C)C(=O)N(C)C2=O)C1C (stereo unspecified)	-1.6	-6.0
CC(=O)Nc1ccc(OC(=O)c2ccccc2N)cc1	-0.3	6.4
O=C1C2CCCN2C(c2ccc(Cl)c(Cl)c2)N1c1ccccn1 (stereo unspecified)	0.6	3.6
Cc1cc(C)n2nc(C)[n+](C)c2n1	0.1	9.2
O=C(O)Cn1cc(C(=O)c2ccccc2)c2ccccc21	-2.8	-20.3
CCOc1c(P(=S)(N(C)C)N(C)C)c(C)nn1-c1ccccc1	-0.1	-24.5
CCn1c(C(=O)N2CCC(C(=O)N3CCC4(CC3)OCCO4)CC2)cc2sccc21	-4.6	-8.5
O=C(Cn1c2c(c(-c3ccccc3Cl)cc1=O)CCC2)N1CCC2(CC1)OCCO2	8.3	12.5
Cc1[nH]c2c(C(F)(F)F)cccc2c1CCN	-2.9	-6.1
CCOC(=O)C1=C(C)OC(N)=C(C(=O)OC)C12C(=O)Nc1ccc(Br)cc12 (stereo unspecified)	-0.5	0.7
CCNc1ccc(P(=S)(N(C)C)N(C)C)cc1	0.0	7.6
C[C@H]1OC[C@@H](C[N+](C)(C)C)O1	-3.6	-20.9
CCN(CC)CCN=Cc1c(O)n(CCC2=CCCCC2)c(=O)[nH]c1=O	8.9	-49.9
O=C(c1ccc2nc3ccc(Cl)cc3c(=O)n2c1)N1CCC2(CC1)OCCO2	-0.4	-9.5
CC(C)OCCCNC(=O)c1c(N)n(CC2CCCO2)c2nc3ccccc3nc12 (stereo unspecified)	6.4	19.9
CC1(C)CN=C(Nc2ccc(F)c(F)c2)S1	0.1	5.7
CCOc1cc(C2NCc3ccccc3-n3cccc32)ccc1O (stereo unspecified)	-3.1	-10.7
Cc1cc(C)n2nc(SCC(=O)N3CCC4(CC3)OCCO4)nc2n1	-2.3	-14.5
COc1ccccc1N1CCN(Cc2c(F)cccc2F)CC1	2.5	4.7
NC(=O)CSP(=O)(c1ccccc1)c1ccccc1	0.1	5.6
Clc1ccc(CSC(Cn2ccnc2)c2ccc(Cl)cc2Cl)cc1 (stereo unspecified)	26.9	41.8
O=C(c1cccc(N2CCCC2=O)c1)N1CCC2(CC1)OCCO2	0.0	3.7

A portion taken from the entries so far:
SMILES	QS inhibitor	QS inhibitor GFP MFI %
COc1cc(/C=N/n2cnnc2)ccc1OC(=O)N(C)C	2.0	18.2
Cc1c(C(=O)N2CCC3(CC2)OCCO3)oc2ccc(S(=O)(=O)N3CCOCC3)cc12	1.9	-15.7
CCN1c2nc3c(C)cccn3c(=O)c2CC2(C(=O)N(C)C(=O)N(C)C2=O)C1C (stereo unspecified)	-1.6	-6.0
CC(=O)Nc1ccc(OC(=O)c2ccccc2N)cc1	-0.3	6.4
O=C1C2CCCN2C(c2ccc(Cl)c(Cl)c2)N1c1ccccn1 (stereo unspecified)	0.6	3.6
Cc1cc(C)n2nc(C)[n+](C)c2n1	0.1	9.2
O=C(O)Cn1cc(C(=O)c2ccccc2)c2ccccc21	-2.8	-20.3
CCOc1c(P(=S)(N(C)C)N(C)C)c(C)nn1-c1ccccc1	-0.1	-24.5
CCn1c(C(=O)N2CCC(C(=O)N3CCC4(CC3)OCCO4)CC2)cc2sccc21	-4.6	-8.5
O=C(Cn1c2c(c(-c3ccccc3Cl)cc1=O)CCC2)N1CCC2(CC1)OCCO2	8.3	12.5
Cc1[nH]c2c(C(F)(F)F)cccc2c1CCN	-2.9	-6.1
CCOC(=O)C1=C(C)OC(N)=C(C(=O)OC)C12C(=O)Nc1ccc(Br)cc12 (stereo unspecified)	-0.5	0.7
CCNc1ccc(P(=S)(N(C)C)N(C)C)cc1	0.0	7.6
C[C@H]1OC[C@@H](C[N+](C)(C)C)O1	-3.6	-20.9
CCN(CC)CCN=Cc1c(O)n(CCC2=CCCCC2)c(=O)[nH]c1=O	8.9	-49.9
O=C(c1ccc2nc3ccc(Cl)cc3c(=O)n2c1)N1CCC2(CC1)OCCO2	-0.4	-9.5
CC(C)OCCCNC(=O)c1c(N)n(CC2CCCO2)c2nc3ccccc3nc12 (stereo unspecified)	6.4	19.9
CC1(C)CN=C(Nc2ccc(F)c(F)c2)S1	0.1	5.7
CCOc1cc(C2NCc3ccccc3-n3cccc32)ccc1O (stereo unspecified)	-3.1	-10.7
Cc1cc(C)n2nc(SCC(=O)N3CCC4(CC3)OCCO4)nc2n1	-2.3	-14.5
COc1ccccc1N1CCN(Cc2c(F)cccc2F)CC1	2.5	4.7
NC(=O)CSP(=O)(c1ccccc1)c1ccccc1	0.1	5.6
Clc1ccc(CSC(Cn2ccnc2)c2ccc(Cl)cc2Cl)cc1 (stereo unspecified)	26.9	41.8

Screens as filed in PubChem BioAssay.

Not all compounds are listed; the hit share may differ from the screen's.
